Source: PubChem BioAssay (several laboratories)
OX1R antagonist = antagonists of human orexin 1 receptor. O43613. CHO/OX1R cells, Fluo-8 calcium fluorescence, orexin A. inhibition, % at 5 µM. 330,000 tested, 0.43% active;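 active = inhibition above its plate's threshold, mean inhibition of all tested compounds on the plate plus 3 SD, cut at about 37% in these data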;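 note: 0% = orexin A challenge wells and 100% = SB-334867-A antagonist wells; not every result past the cut was called active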
Target sequence (O43613 whole entry, looked up): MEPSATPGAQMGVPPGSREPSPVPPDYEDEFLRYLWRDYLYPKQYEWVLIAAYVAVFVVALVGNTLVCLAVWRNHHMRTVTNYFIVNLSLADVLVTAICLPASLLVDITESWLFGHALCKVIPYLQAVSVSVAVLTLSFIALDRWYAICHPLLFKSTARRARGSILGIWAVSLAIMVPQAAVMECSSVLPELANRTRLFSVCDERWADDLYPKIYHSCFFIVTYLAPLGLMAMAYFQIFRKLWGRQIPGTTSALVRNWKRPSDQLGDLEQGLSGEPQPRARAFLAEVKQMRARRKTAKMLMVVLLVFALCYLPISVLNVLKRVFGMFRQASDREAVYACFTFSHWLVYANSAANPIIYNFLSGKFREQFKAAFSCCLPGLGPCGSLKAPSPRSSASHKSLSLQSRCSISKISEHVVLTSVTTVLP
CHT PAM = allosteric activators of human choline transporter CHT. B-score at 10 µM. CHT-expressing cells, membrane potential dye, choline EC20; active compounds read high; LV-AA mutant CHT in HEK293 cells. 310,000 tested, 0.49% active. Q9GZV3;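 active = initial fluorescence not abnormally high and integrated response B-score, plate-corrected, over 3 SD above library mean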
Target sequence (Q9GZV3 whole entry, looked up): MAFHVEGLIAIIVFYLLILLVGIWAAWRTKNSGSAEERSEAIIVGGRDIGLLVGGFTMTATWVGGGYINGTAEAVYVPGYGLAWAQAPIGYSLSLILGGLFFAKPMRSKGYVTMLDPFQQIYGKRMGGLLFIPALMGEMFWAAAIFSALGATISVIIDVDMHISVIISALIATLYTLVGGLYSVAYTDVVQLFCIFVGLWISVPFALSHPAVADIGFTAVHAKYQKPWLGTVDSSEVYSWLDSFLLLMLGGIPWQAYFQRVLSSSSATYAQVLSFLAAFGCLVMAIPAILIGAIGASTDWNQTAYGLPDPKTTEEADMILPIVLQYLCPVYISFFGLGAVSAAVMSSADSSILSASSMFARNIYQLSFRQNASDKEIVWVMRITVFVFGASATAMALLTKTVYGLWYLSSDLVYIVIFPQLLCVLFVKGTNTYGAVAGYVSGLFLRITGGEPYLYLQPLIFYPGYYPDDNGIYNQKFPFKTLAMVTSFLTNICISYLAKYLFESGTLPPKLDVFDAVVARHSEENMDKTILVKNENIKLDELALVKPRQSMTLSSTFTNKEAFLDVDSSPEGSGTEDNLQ
Numbers without * were called inactive; i = inactive; nt = no result given.

The line under a structure holds: OX1R antagonist	CHT PAM
- CC(C)CN(C(=O)CSc1nncs1)c1c(N)n(CC(C)C)c(=O)[nH]c1=O
    -14	i
- CCC1(C(=O)O)NC(c2cc(OC)ccc2O)C2C(=O)N(Cc3ccccc3)C(=O)C21 (configuration not stated)
    -5	i
- CCc1ccc(NC(=O)c2noc3c2CCCCC3)cc1
    -7	i
- Cn1c(=O)c([N+](=O)[O-])c(NCCc2ccccc2)c2ccccc21
    -27	i
- Cc1c(NC(=O)COC(=O)CSc2ccc(C(N)=O)cc2[N+](=O)[O-])c(=O)n(-c2ccccc2)n1C
    2	i
- Cc1nc(CC(=O)O)c(-c2ccccc2)s1
    -8	i
- C/C(=N\NC(=O)c1cccc(F)c1)c1cccc(NC(=O)c2ccc(F)cc2)c1
    -14	i
- CCn1c(-c2cc(Br)cc(OC)c2O)nc2cc(S(=O)(=O)N(C)C)ccc21
    -3	i
- CCN1CCN(CCCNC(=O)c2ccccc2NC(=O)C2=C(C)OCCS2)CC1
    -6	i
- OC1CCN(c2c3c(nc4cc(-c5ccc(Cl)cc5)nn24)CCC3)CC1
    -26	i
- O=C(CCCN1C(=O)c2ccccc2C1=O)Nc1cccc(S(=O)(=O)NC2=NCCC2)c1
    -7	i
- COc1cc(/C=C(\C#N)C(=O)NCC2CCCO2)ccc1OC(C)C (configuration not stated)
    -8	i
- CCOC(=O)COc1ccc(S(=O)(=O)NCC2CCCO2)cc1 (configuration not stated)
    -10	i
- CCOc1ccc(N2C(=O)CN=C2Nc2ccccc2F)cc1
    -8	i
- CCCCn1c(SCC(=O)OCC)nc2c1c(=O)[nH]c(=O)n2C
    -4	i

Entries of single compounds, looked up by structure. Screens in order: OX1R antagonist	CHT PAM
`CCOc1ccc(N2C(=O)CN=C2Nc2ccccc2F)cc1` is entered as -8	i
`OC1CCN(c2c3c(nc4cc(-c5ccc(Cl)cc5)nn24)CCC3)CC1` is entered as -26	i
`O=C(CCCN1C(=O)c2ccccc2C1=O)Nc1cccc(S(=O)(=O)NC2=NCCC2)c1` is entered as -7	i
`COc1cc(/C=C(\C#N)C(=O)NCC2CCCO2)ccc1OC(C)C` (configuration not stated) is entered as -8	i
`Cc1nc(CC(=O)O)c(-c2ccccc2)s1` is entered as -8	i

(cont.)
The line under a structure holds: OX1R antagonist	CHT PAM
- Cc1ccc([N+](=O)[O-])cc1S(=O)(=O)NCCc1cn2ccccc2n1
    -5	i
- OC[C@H]1OC(O)[C@H](O)[C@@H](O)[C@H]1O (some centres not stated)
    3	i
- Cc1cc(C(=O)OCC(=O)N2C(C)CCCC2C)c2ccccc2n1 (configuration not stated)
    -16	nt
- O=C1c2cccc3cccc(c23)N1Cc1ccc(F)cc1
    -21	i
- Cc1noc(NS(=O)(=O)c2ccc(N/C=C\C(=O)c3ccncc3)cc2)c1C
    -5	i
- COCc1nc2oc3ccc(F)cc3c(=O)c2cc1C(=O)OC
    nt	i
- CCc1nnc(NS(=O)(=O)c2ccc(N=CC3=C(O)CC(C)(C)CC3=O)cc2)s1
    -1	i
- COc1ccc(Cn2nnnc2CN2CCc3ccccc3C2)cc1
    -3	i
- COc1ccc2c(c1)c1ncn(CCN3CCNCC3)c(=O)c1n2C
    -24	i
- CCCCNC(=O)CCC(=O)Nc1ccc2nc(N3CCOCC3)cc(C)c2c1
    -21	i
- COc1ccc(OC)c(NC(=O)CCN2CC(C)CC(C)C2)c1 (configuration not stated)
    -17	i
- O=C(NNc1nc(-c2ccc(F)cc2)cs1)c1ccccc1
    -3	i
- Cc1ccc(-c2nn3c(=O)c(C)nnc3s2)cc1
    9	i
- CC(C(=O)N1CCc2ccccc21)n1cnc2c1c(=O)n(C)c(=O)n2C (configuration not stated)
    -18	nt
- O=C(CN1C(=O)NC(Cc2c[nH]c3ccccc23)C1=O)NCC(F)(F)F (configuration not stated)
    -22	i
- CCCCCC(=O)Nc1cccc(S(=O)(=O)NC2=NCCC2)c1
    -8	nt
- CCOc1cc(C(=O)NC)cc(Br)c1OCc1ccccc1
    -15	i
- Cc1cc(N/N=C/c2ccc(O)cc2O)nc(-n2nc(C)cc2C)n1
    -6	i
- Cn1cccc1Cc1nnc(SCC(=O)Nc2ccc(F)cc2)n1CCc1ccccc1
    -23	i
- COc1ccc(C)cc1NCc1ccc(OC)c(C)c1OC
    -27	i
- CC1CCCN(C(=O)CSc2n[nH]c(-c3cccs3)n2)C1 (configuration not stated)
    4	i
- CC(C)CCN1C(=O)c2ccc(C(=O)N3CCCCC3)cc2C1=O
    -24	i
- COC(=O)NC1CCC(NC(=O)OC)CC1 (configuration not stated)
    -9	i
- Cc1oc(-c2ccccc2)nc1C(=O)O
    -7	i
- COc1ccc(C(C)C)cc1S(=O)(=O)N1CCN(c2ccccc2)CC1
    3	i
- COCCn1c(=NC(=O)CCS(=O)(=O)c2ccccc2)sc2ccccc21
    -6	i
- COc1cccc(NC(=O)c2ccncc2)c1
    -11	i
- Clc1ccc(-n2ncc3c(NCCCn4ccnc4)ncnc32)cc1
    0	i
- COc1ccc(C2/C(=C(\O)c3ccc4c(c3)OCCO4)C(=O)C(=O)N2Cc2ccco2)c(OC)c1 (configuration not stated)
    -19	i
- CSc1ccccc1C(=O)NCC(c1ccco1)N1CCCCC1 (configuration not stated)
    -27	i
- O=C(O)Cn1cc2c(n1)CCCC2
    -7	i
- CC(C)[C@H](NC(=O)[C@@H]1Cc2c([nH]c3ccccc23)C2c3ccccc3C(=O)N21)C(=O)NCC1CCCO1 (some centres not stated)
    -27	i
- COCC(C)NC(=O)c1ccccc1OC(C)=O (configuration not stated)
    -8	i
- O=C1CCCN1CCC(=O)N1CCCC(Nc2ccc(F)cc2)C1 (configuration not stated)
    -5	i
- Cc1ccc(Cl)cc1N1CCN(C(=O)Cc2ccc(-n3c(=O)[nH]c4ccsc4c3=O)cc2)CC1
    -27	i
- CCOC(=O)N1CCN(C(=O)Nc2ccc3nc(-c4ccccn4)c(-c4ccccn4)nc3c2)CC1
    -20	i
- Cc1ccc(-c2nnc(-c3ccc(NC(=O)c4cccs4)cc3)o2)cc1
    -16	i
- CCn1c(SCC(=O)c2ccccc2)nnc1-c1cc2cc(Br)ccc2o1
    -23	i
- c1ccc(Nc2ncnc3sc4c(c23)CCC4)cc1
    -21	i
- Cc1cccc(CCNC(=O)CCS(=O)(=O)c2cc3c(cc2C)NC(=O)CO3)c1
    -19	i
- CCc1ccc(/C=C2/Sc3ccccc3N(CC(=O)NCC3CCCO3)C2=O)cc1 (configuration not stated)
    84*	i
- COC(=O)c1ccc(OCC(=O)c2ccccc2)cc1
    -16	i
- CCCn1nc(NC(C)=O)c2cc3cccc(C)c3nc21
    -42	i
- O=C(O)c1ccc(N2C(=O)c3cccc4cccc(c34)C2=O)cc1
    nt	i
- CC(C)C(OC(=O)CN1C(=O)c2ccccc2C1=O)C(=O)NC1CCCCC1 (configuration not stated)
    -78	i
- Cc1cc(Nc2ccc(C)c(C)c2)n2nc(C)nc2n1
    -16	i
- CCCCNC(=O)CCCCCNS(=O)(=O)c1ccc(Br)cc1
    -9	i
- CS(=O)(=O)N(CC(=O)N1CCc2ccccc2C1)Cc1ccccc1
    -22	i
- NS(=O)(=O)c1cccc(NC(=O)CCN2C(=O)C3CCCCC3C2=O)c1 (configuration not stated)
    3	nt
- COCCN=c1scc(C)n1/N=C/C1CC2C=CC1C2 (configuration not stated)
    -22	i
- Cn1c2c(c(=O)n(C)c1=O)C(c1ccccc1OC(F)F)C1=C(CCCC1=O)N2 (configuration not stated)
    -8	i
- CCc1nnc(NC(=O)c2cccc(S(=O)(=O)N3CCN(C(C)=O)CC3)c2)s1
    -9	nt
- COc1ccc(C(=O)CSc2nccc(=O)[nH]2)cc1
    -5	i
- NC(=O)CCN(C(=O)c1cccc(S(=O)(=O)N2CCc3ccccc32)c1)c1ccccc1
    -20	nt
- O=C(NCc1ccccc1)N1CCC(n2cnc3cc(F)ccc32)CC1
    -31	i
- COc1ccc(NS(=O)(=O)c2ccc(SC)cc2)cc1
    57*	i
- COc1ccc2oc(=O)c(C(=O)N3CCN(c4ccccc4C)CC3)cc2c1
    -22	i
- O=C(NCCCN1CCCC1=O)c1cc(NS(=O)(=O)c2ccc(F)cc2)cc(NS(=O)(=O)c2ccc(F)cc2)c1
    -5	i
- Cc1ccc(NC(=O)CN2C(=O)NC(Cc3ccccc3)C2=O)c(Br)c1 (configuration not stated)
    -7	i
- Cc1csc(C(=O)O)c1-c1c(C)csc1C(=O)O
    -11	i

The listing continues.
The line under a structure holds: OX1R antagonist	CHT PAM
- CSc1nc(C)cc(C)c1C(N)=O
    1	i
- CCN(CC)S(=O)(=O)c1ccc(N(C)C)c(NC(=O)CC(NC(C)=O)c2ccccc2)c1 (configuration not stated)
    -23	i
- Cc1ccc(NC(=O)COC(=O)[C@H](C)NC(N)=O)c(C)c1
    -8	i
- O=C(c1cc2ccccc2oc1=O)N1CCN(c2ccc(N3CCOCC3)nn2)CC1
    -28	i
- O=S(=O)(c1ccccc1)c1nc(NCc2ccccc2)sc1Cl
    -14	i
- CCCCC(CCC(=O)Nc1ccc(C(=O)OCC)cc1)C(=O)O (configuration not stated)
    6	i
- CCOC(=O)C1=C(Nc2ccccc2)OCC1=O
    4	i
- O=C1Nc2ccc(F)cc2C12Nc1ccccc1-c1nnc(SCc3ccccc3Cl)nc1O2 (configuration not stated)
    -5	i
- CN1CCN(C(=O)c2cccc(S(=O)(=O)N3CCCC3)c2)CC1
    3	nt
- COc1c(Cl)cccc1-c1cn2ccc(C)cc2n1
    -24	i
- CCCCN(CCCC)C(=O)c1sc2nc(N3CCOCC3)c3c(c2c1N)CCCC3
    -32	i
- O=C(NC1(C(F)(F)F)NC(=O)N(c2ccc(F)cc2)C1=O)c1cccs1 (configuration not stated)
    -17	i
- CC1(C(=O)Nc2nc3ccc(S(C)(=O)=O)cc3s2)CC1(Cl)Cl (configuration not stated)
    -16	i
- C=C(C)C1CC=C(C)/C(=N/NC(=O)COc2cccc(C)c2)C1 (configuration not stated)
    -33	i
- Fc1ccccc1NC(=S)N1CCOCC1
    -24	i

Reformatted as labelled records: 4 of the compounds above.
O=S(=O)(c1ccccc1)c1nc(NCc2ccccc2)sc1Cl
  OX1R antagonist: -14
  CHT PAM: i

CCCCC(CCC(=O)Nc1ccc(C(=O)OCC)cc1)C(=O)O (configuration not stated)
  OX1R antagonist: 6
  CHT PAM: i

CCOC(=O)C1=C(Nc2ccccc2)OCC1=O
  OX1R antagonist: 4
  CHT PAM: i

O=C1Nc2ccc(F)cc2C12Nc1ccccc1-c1nnc(SCc3ccccc3Cl)nc1O2 (configuration not stated)
  OX1R antagonist: -5
  CHT PAM: i

(listing goes on)
The line under a structure holds: OX1R antagonist	CHT PAM
- CCC(NC(=O)c1ccccc1NC(=O)c1ccccc1)C(=O)NNC(=O)c1cccnc1 (configuration not stated)
    11	i
- O=C(NCc1ccncc1)c1ccc(Oc2ccccc2)cc1
    8	i
- Cc1nc2ccccc2c(=O)n1/N=C/c1cn[nH]c1-c1ccccc1
    -33	i
- CC(C(=O)N=c1sc2ccccc2n1C)N1C(=O)C2CC=CCC2C1=O (configuration not stated)
    -14	i
- Cn1nc(-c2ccccc2)c2cc(C(=O)O)sc21
    -4	i
- CN(C(=S)NC1CCCCC1)C1(c2ccccc2Cl)CCCCC1=O (configuration not stated)
    -34	i
- Cn1cc(SCC(=O)NC2CCCC2)c2ccccc21
    -23	i
- Cc1cccc(-c2nnc(SCC#N)n2-c2cccc(Cl)c2)c1
    -31	i
- CCn1c(SCC(=O)Nc2nc3ccccc3s2)nnc1-c1ccc(Br)cc1
    -20	i
- CCOc1ccc2[nH]c3c(NCCN(CC)CC)ncnc3c2c1
    -8	i
- COc1ccccc1Cc1nnc(NC(=O)C2CCN(C(=O)c3ccco3)CC2)s1
    -25	i
- CC(=O)N(CC(C)C(=O)O)c1c(I)cc(I)c(N)c1I (configuration not stated)
    2	i
- Cc1ccc(Oc2cc(NN3CCCCC3)c([N+](=O)[O-])cc2[N+](=O)[O-])c(Cl)c1
    -15	i
- CCc1c(C)nc(SCC(=O)NC2CCCC2)[nH]c1=O
    -7	i
- Cc1ccc(C2=NCCn3c2c2ccc(C(F)(F)F)cc2[n+]3[O-])cc1
    -8	i

Three compounds from above, ordered by the value under OX1R antagonist, smallest number first.
structure	OX1R antagonist
Cn1cc(SCC(=O)NC2CCCC2)c2ccccc21	-23
CCn1c(SCC(=O)Nc2nc3ccccc3s2)nnc1-c1ccc(Br)cc1	-20
Cc1ccc(Oc2cc(NN3CCCCC3)c([N+](=O)[O-])cc2[N+](=O)[O-])c(Cl)c1	-15

The list goes on:
The line under a structure holds: OX1R antagonist	CHT PAM
- CCOC(=O)C1CCN(C(=O)C2CCN(c3nn4c(=O)cc(C)nc4s3)CC2)CC1
    -32	i
- COc1ccc(C(=O)COC(=O)CCn2nnc(-c3cccs3)n2)cc1
    -2	i
- CN(CC(=O)Nc1cc(Cl)ccc1Cl)C1CCS(=O)(=O)C1 (configuration not stated)
    -17	nt
- CN(CC(=O)Nc1ccccc1Cl)C(=O)COC(=O)CSc1ccc(Cl)cc1
    -21	nt
- Cc1cc(-c2ccccc2)nc(N/N=C/c2ccco2)n1
    -26	i
- CCOc1ccc(N2C(=O)S/C(=C\c3ccc(O)c(OCC)c3)C2=O)cc1
    -20	i
- CN(C)CCCN(C(=O)c1cc2cc([N+](=O)[O-])ccc2s1)c1nc2cc3c(cc2s1)OCCO3
    -26	i
- O=S(=O)(Nc1ncnc2scc(-c3ccc(F)cc3)c12)c1cc(F)ccc1F
    -4	i
- COc1ccccc1CNc1nc(S(=O)(=O)c2ccccc2)c(Cl)s1
    -25	i
- CCCCC(=O)N(c1ccc(C)c(C)c1)C1C=CS(=O)(=O)C1 (configuration not stated)
    -4	i
- CCOc1ccccc1N(C(=O)CNC(=O)c1ccco1)C(C(=O)NC(C)(C)C)c1ccncc1 (configuration not stated)
    -16	i
